Source: PubChem BioAssay
Hep lipid drop = inhibitors of hepatocyte lipid droplet formation, primary screen, imaging, high-throughput imaging, BODIPY stain; AML12 mouse hepatocytes, oleate lipid droplets; inhibition, % at 6.5 µM; 240,000 compounds, 0.4% hits; AID 1656, 2009;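 active = lipid droplet intensity inhibited by at least 50%, with more than 500 cells counted; inconclusive = wells with under 300 cells, treated as cytotoxic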
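Test system: AML12 mouse liver cells; schedule: overnight exposure; technique: high-content imaging of BODIPY-stained droplets and DAPI nuclei; read-out: % inhibition of corrected integrated BODIPY droplet signal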
NS5 inhibitors = Dengue-2 NS5 methyltransferase inhibitors, primary screen, biochemical, confirmation dose response (AID 588689); Genome polyprotein (Dengue virus type 2 (strain 16681-PDK53)); Dengue-2 NS5 methyltransferase capping enzyme assay, biochemical; higher % means a stronger effect; one-dose inhibition, % at 25 µM; IC50 in µM for titrated hits; 340,000 compounds, 0.3% hits; in the data active = a potency from the dose series; inconclusive = inhibition above about 29% without an active follow-up result
AID2073 = inhibitors of Mint1-CaV2.2 protein interaction, biochemical, HTRF (AID 2073) | 290,000 compounds, 0.19% hits | Voltage-dependent N-type calcium channel subunit alpha-1B (Homo sapiens) | HTRF protein-protein interaction, Mint1-CaV2.2; higher % means a stronger effect | inhibition, % at 20 µM, or IC50 in µM where a hit was titrated; in the data active = inhibition mostly above about 51%, no sharp cut-off; inconclusive = no clear call, values can overlap the other calls; inactive = mostly below about 53%; also: some results filed as inactive read as strong as hits
LYP phosphatase = inhibitors of LYP phosphatase, biochemical, fluorescence intensity, uHTS (AID 1779). Tyrosine-protein phosphatase non-receptor type 22 (Homo sapiens). recombinant LYP phosphatase, fluorescence intensity; higher % means a stronger effect. inhibition, % at 11.5 µM; hits with a dose series show IC50 in µM. 290,000 compounds, 0.054% hits;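 also: plate controls were vehicle with enzyme for no effect and no enzyme for full effect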
XIAP antagonists = XIAP antagonists, biochemical, IAP family, fluorescence polarization (AID 1018). displacement, % at 20 µM; hits with a dose series show IC50 in µM. XIAP BIR domain, fluorescence polarization peptide displacement; higher % means a stronger effect. 200,000 compounds, 0.007% hits; in the data active = displacement above about 50%; also: a part of the inactive calls stands beside numbers as strong as those of hits
SIAH1 antagonists = Siah-1 peptide-binding antagonists, primary screen, biochemical, fluorescence polarization, rhodamine-plectin, uHTS (AID 1817); E3 ubiquitin-protein ligase SIAH1 (Homo sapiens); Siah-1 / rhodamine-plectin peptide fluorescence polarization; higher % means a stronger effect; displacement, % at 20 µM, or IC50 in µM where a hit was titrated; 290,000 compounds, 0.02% hits;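 active = displacement of at least 50% at 20 µM, with a fluorescence ratio check between 0.3 and a set limit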;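 also: plate controls were Siah plus tracer with DMSO for no effect and tracer alone without Siah for full effect; strong numbers were not always called active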
HEK293 NOD2/NF-kB = NOD2 signaling inhibitors, cell-based, luminescence, uHTS, HEK293 (AID 1566) | one-dose inhibition, % at 4 µM; EC50 in µM for titrated hits | HEK293 NOD2/NF-kB luciferase reporter, luminescence; higher % means a stronger effect | 290,000 compounds, 0.63% hits; also: many of its hits are not listed in these tables
Myeloid diff 2 = induction of myeloid progenitor differentiation, primary screen, cell-based, flow cytometry, MLPCN library; ER-HoxA9 myeloid progenitors, lysozyme-GFP differentiation; calls only at 10 µM; 360,000 compounds, 1% hits;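 active = normalized GFP-positive differentiation at or above the plate's own cutoff, the solvent-only control mean plus 3 SD; inconclusive = no clear call, values can overlap the other calls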;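 also: cells exposed to compound for four days before flow analysis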
HIV peptide binding = inhibitors of HIV fusion peptide binding, primary screen, biochemical, uHTS, fluorescence dequenching (AID 1986); inhibition, % at 20 µM, or IC50 in µM where a hit was titrated; cell-free peptide binding, fluorescence dequenching, 30 min; higher % means a stronger effect; 290,000 compounds, 0.3% hits; in the data active = inhibition mostly above about 52%, no sharp cut-off; inactive = mostly below about 76%; also: some results filed as inactive read as strong as hits
Hep lipid drop cells 6.5 µM = recorded beside Hep lipid drop, whose call it bears; cell count; measured here: cell count, cytotoxicity flag;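 cells counted across two imaged fields per well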
NS5 inhibitors pilot replicate = further read-out of NS5 inhibitors, marked with its call; inhibition, %; measured here: pilot screen replicate inhibition
Myeloid diff 2 GFP+ MAC1+ % = second read-out of Myeloid diff 2, no call of its own (marks repeat the call); GFP+ MAC1+ double positive, %; measured here: differentiation confirmed by MAC1 staining
* marks the source's active call; other numbers are inactive results; i = inactive; ? = inconclusive; nt = not tested or not shown. Rule as the data show it, unless noted: active = inhibition above about 50%; inactive = the rest. This is a subset; count on the stated rates, not on these rows.

SMILES | Hep lipid drop | Hep lipid drop cells 6.5 µM | NS5 inhibitors | AID2073 | LYP phosphatase | XIAP antagonists | SIAH1 antagonists | HEK293 NOD2/NF-kB | Myeloid diff 2 | Myeloid diff 2 GFP+ MAC1+ % | HIV peptide binding | others
COc1ccccc1N(C)S(=O)(=O)c1ccc(C(=O)N(CC(N)=O)C(C)C)cc1 | -48 | 745 | -2% | -4% | -4% | -2.6% | -2% | 4% | i | 0.8 | -2.0%
CSc1nc2nccc(-c3ccc4c(c3)OCO4)n2n1 | 16 | 700 | -8% | 20% | 1% | -5.9% | 6% | 7% | i | 0.8 | -0.8%
COCc1c(C(=O)OCc2nc(N)nc(Nc3ccccc3C)n2)oc2ccccc12 | -28 | 721 | -2% | -1% | -7% | -4.0% | 12% | 14% | i | 0.2 | -0.5%
COc1cccc2sc(NNC(=O)C3COc4ccccc4O3)nc12 (configuration not stated) | 0 | 701 | -2% | 5% | -5% | -4.4% | -4% | -5% | i | 0.0 | -1.7%
CC(C)C(=O)Nc1cccc(-c2nc3ccccc3o2)c1 | -2 | 734 | -8% | 19% | -5% | -5.3% | -1% | -10% | i | 0.9 | 5.9%
CN(CCCC(=O)NCc1ccc2c(c1)OCO2)S(=O)(=O)c1ccc([N+](=O)[O-])cc1 | -1 | 843 | 2% | -7% | -9% | nt | -2% | -31% | i | 0.9 | -3.9%
CCNC(=O)CN1C(=O)NC2(CCCCCC2)C1=O | 8 | 813 | -3% | 14% | -5% | -1.1% | -2% | 11% | i | 1.1 | 4.3%
COc1ccc(CCNC(=O)C2CCC(CNS(=O)(=O)c3ccccc3)CC2)cc1OC (configuration not stated) | 15 | 613 | nt | 2% | -4% | -5.2% | 7% | 14% | nt | nt | -0.5%
COCc1nnc(NS(=O)(=O)c2ccccc2)s1 | 14 | 685 | -2% | -4% | -10% | -8.2% | 1% | -5% | i | 0.7 | -0.5%
CC1=C/C(=C(\c2ccc(O)c(C)c2)c2ccccc2S(=O)(=O)O)C=CC1=O | 8 | 826 | 1% | 9% | -5% | nt | -5% | 12% | i | 0.8 | 0.2% | NS5 inhibitors pilot replicate=3.0
CCCCCSc1nc2c(c(=O)[nH]c(=O)n2C)n1C(C)C | -15 | 659 | -3% | -12% | -4% | -4.2% | 4% | 14% | ? | nt | 1.0%
COCCNC(=O)/C(C#N)=C/c1nc(N(C)C)n(-c2ccc(F)cc2)c1Cl | -15 | 707 | -7% | 26% | 2% | -2.4% | 0% | 2% | i | 0.3 | 0.6%
O=C(Nc1cccc(C(F)(F)F)c1)c1cc2c(s1)-c1ccccc1OC2 | -44 | 682 | -7% | 10% | -11% | -18% | 42% | 35% | i | 0.6 | -2.5%
CCCOc1ccc(C(=O)OCC(=O)c2c(N)n(C)c(=O)n(C)c2=O)cc1OCC | 5 | 726 | -13% | 6% | -7% | -3.5% | 2% | -3% | i | 0.8 | 0.1%
CCOc1cc(CNCCc2ccc(S(N)(=O)=O)cc2)ccc1OCc1ccccc1 | nt | nt | -14% | -8% | -8% | -3.1% | -3% | 21% | i | 1.5 | -5.3%
COc1ccc(NS(=O)(=O)c2cc3c(cc2C)N(C)CCO3)cc1 | -2 | 846 | -1% | -1% | -10% | nt | 1% | 11% | i | 3.5 | -2.5%
CC(C)(C)NC(=O)C(c1ccccc1)N(C(=O)CNC(=O)c1cccs1)c1cccnc1 (configuration not stated) | 1 | 781 | 0% | 5% | -4% | nt | -2% | -3% | i | 0.1 | 0.6%
COc1ccccc1NC(=O)CN1CCN(C(=O)C2CCCO2)CC1 (configuration not stated) | -9 | 789 | -1% | 14% | -8% | nt | 0% | -2% | i | 0.8 | 0.7%
CC(=O)c1c(C)[nH]c(=S)c(C#N)c1-c1ccc(F)cc1 | -2 | 680 | -11% | -40% | -6% | nt | -1% | 16% | i | 0.2 | -1.3%
O=C(/C=C/c1ccccc1Cl)Nc1ccc(-c2nnc3n2CCCCC3)cc1 | 18 | 651 | 0% | 6% | 6% | 1.0% | 3% | 24% | i | 0.3 | 3.7%
CC(=O)c1ccc(OCCCC(=O)NCCc2ccccc2)cc1 | -6 | 672 | 0% | 4% | -8% | nt | -4% | -12% | i | 1.4 | -1.9%
Cc1csc(/N=C/c2ccc([N+](=O)[O-])cc2)n1 | 23 | 652 | -6% | -10% | -5% | -0.9% | 5% | 3% | i | 0.3 | 2.1%
CCCc1cc(C(=O)N2CCCC(CO)(CCCc3ccccc3)C2)n(C)n1 (configuration not stated) | -28 | 631 | -4% | 5% | -5% | nt | -4% | 7% | i | 0.4 | 1.2%
COC(=O)c1cc2occc2n1CC(=O)Nc1ccc(OC)c(OC)c1 | nt | nt | 4% | -5% | -7% | 0.9% | -2% | 8% | i | 1.3 | -1.6%
CCOc1ccccc1NC(=O)C(OC(=O)C1CC1)c1ccccc1 (configuration not stated) | -13 | 659 | -8% | 4% | -7% | nt | 4% | 8% | i | 0.5 | 1.1%

No new results follow: entries from further up.
SMILES | Hep lipid drop | Hep lipid drop cells 6.5 µM | NS5 inhibitors | AID2073 | LYP phosphatase | XIAP antagonists | SIAH1 antagonists | HEK293 NOD2/NF-kB | Myeloid diff 2 | Myeloid diff 2 GFP+ MAC1+ % | HIV peptide binding | others
COCc1c(C(=O)OCc2nc(N)nc(Nc3ccccc3C)n2)oc2ccccc12 | -28 | 721 | -2% | -1% | -7% | -4.0% | 12% | 14% | i | 0.2 | -0.5%
COc1cccc2sc(NNC(=O)C3COc4ccccc4O3)nc12 (configuration not stated) | 0 | 701 | -2% | 5% | -5% | -4.4% | -4% | -5% | i | 0.0 | -1.7%
CC(C)C(=O)Nc1cccc(-c2nc3ccccc3o2)c1 | -2 | 734 | -8% | 19% | -5% | -5.3% | -1% | -10% | i | 0.9 | 5.9%
CN(CCCC(=O)NCc1ccc2c(c1)OCO2)S(=O)(=O)c1ccc([N+](=O)[O-])cc1 | -1 | 843 | 2% | -7% | -9% | nt | -2% | -31% | i | 0.9 | -3.9%
CCNC(=O)CN1C(=O)NC2(CCCCCC2)C1=O | 8 | 813 | -3% | 14% | -5% | -1.1% | -2% | 11% | i | 1.1 | 4.3%

The list continues:
SMILES | Hep lipid drop | Hep lipid drop cells 6.5 µM | NS5 inhibitors | AID2073 | LYP phosphatase | XIAP antagonists | SIAH1 antagonists | HEK293 NOD2/NF-kB | Myeloid diff 2 | Myeloid diff 2 GFP+ MAC1+ % | HIV peptide binding | others
O=C(COc1cc(Cl)c(Cl)cc1Cl)Nc1ccc([N+](=O)[O-])cc1Cl | 4 | 714 | -2% | 14% | -6% | nt | 2% | 16% | i | 0.5 | 0.7%
Cc1ccc(-n2c(C)c(C)c3c(NCCO)ncnc32)cc1 | -15 | 765 | -6% | -2% | -6% | nt | 0% | -16% | i | 0.3 | 0.7%
Cc1ccc(C)c(NC(=S)NNC(=O)c2csc3c2CCC(C)C3)c1 (configuration not stated) | 10 | 716 | 3% | -12% | -3% | -1.4% | -6% | 9% | i | 3.6 | -0.5%
CCCSc1nc(C)c(CC(=O)OCC)c(=O)[nH]1 | -4 | 693 | -5% | -11% | -4% | -6.1% | -2% | -13% | i | 0.0 | 0.2%
Nc1ccc(C2CCCc3nonc32)c2nonc12 (configuration not stated) | 1 | 757 | -1% | -15% | -12% | -3.4% | -7% | 16% | i | 0.6 | 24%
CC(C)Oc1ccc(C2CC(=O)N(c3ccccc3)C2=O)cc1 (configuration not stated) | -21 | 765 | -11% | -2% | -5% | 2.2% | 2% | 3% | i | 0.7 | 37%
Cc1nn(-c2ccccc2)c(C)c1-c1ccccc1O | 14 | 807 | -5% | 10% | -7% | nt | 0% | -7% | i | 0.7 | 1.1% | NS5 inhibitors pilot replicate=-6.7
COC(=O)CSc1nc(C)cc(Oc2ccccc2)n1 | nt | nt | -1% | 10% | -9% | -8.9% | -3% | 2% | i | 2.4 | 80%
Cc1ccc(C(=O)Nc2sc3c(c2C(=O)NCc2ccco2)CCCC3)cc1 | 25 | 846 | -11% | 33% | 0% | -5.3% | 4% | 44% | i | 0.4 | 1.0%
COc1cc(S(=O)(=O)N2CCCCC2)ccc1NC(=O)c1ccccc1Cl | -30 | 727 | -2% | 14% | -4% | -6.8% | 22% | 9% | i | 5.1 | 1.4%
Cc1nnc(SCc2nnc(-c3ccccc3)o2)n(N)c1=O | -1 | 731 | 2% | 11% | -3% | -6.4% | 3% | -2% | i | 0.4 | 0.7%
Cc1ccc(/C=N/NC(=O)c2ccc(N(C)S(=O)(=O)c3ccccc3)cc2)cc1 | -11 | 699 | 2% | -6% | -5% | nt | 2% | -15% | i | 0.6 | -0.6%
CCC(C(=O)NC(C)(C)C)N(Cc1ccco1)C(=O)CNS(=O)(=O)c1ccc(OC)cc1 (configuration not stated) | -37 | 823 | -2% | 14% | -4% | nt | 2% | 12% | i | 3.7 | -0.6%
Cc1cc(NC(=O)/C=C/c2ccccc2)no1 | 9 | 820 | -1% | -7% | -8% | -6.0% | -1% | -42% | nt | nt | -0.5%
CCCC(C)NC(=O)COC(=O)c1ccccc1SCC(=O)NC(C)CCC (configuration not stated) | 17 | 685 | -5% | 14% | -9% | -4.0% | 7% | -3% | i | 0.5 | -1.3%
O=C(Cn1cncn1)c1ccc(Cl)cc1 | 4 | 759 | -3% | 4% | -12% | nt | 3% | 14% | i | 0.5 | -0.5%
Cc1ccsc1/C=N/NC(=O)c1ccc2c(c1)OCCO2 | -6 | 700 | -6% | -6% | 1% | nt | -3% | 0% | i | 0.4 | -1.2%
O=C(O)CC1(CC(=O)Nc2ccc(F)cc2F)CCCCC1 | 40 | 733 | nt | 7% | -8% | nt | 6% | -4% | i | 0.9 | -0.5%
C/C(Cc1ccccc1)=N\NC(=O)CCCCCC(=O)N/N=C(\C)Cc1ccccc1 | nt | nt | -9% | -5% | -6% | -5.5% | -4% | 6% | i | 1.0 | -1.4%
Cc1ccc(C)c(NS(=O)(=O)c2cc(C(=O)NCc3ccccn3)ccc2Cl)c1 | nt | nt | 4% | 2% | -2% | -2.3% | -2% | -5% | i | 8.4 | 1.5%
CC(=O)Nc1cccc(NC(=O)CSc2nnnn2-c2ccc3c(c2)OCO3)c1 | -6 | 707 | nt | -3% | 2% | nt | 1% | 3% | nt | nt | -0.9%
O=C1C(=O)c2ccccc2C(O)=C1CCCCl | -9 | 714 | 2% | -64% | 4% | nt | -1% | 12% | i | 0.3 | 7.6%
CCOc1ccc(S(=O)(=O)NN)cc1 | -1 | 764 | -3% | -7% | -3% | -4.5% | -5% | 30% | i | 0.8 | -2.2%
CC1(C(=O)O)CCC(C(=O)Nc2ccc(F)cc2)C1(C)C (configuration not stated) | nt | nt | -1% | 2% | -1% | nt | 2% | 12% | i | 0.2 | -0.5% | NS5 inhibitors pilot replicate=2.1
